# Hep lipid drop = modulators of hepatic lipid droplet formation; inhibition, % at 6.5 µM; AML12 mouse hepatocytes, oleate lipid droplets, BODIPY imaging; 240,000 tested, 0.4% active;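 active means lipid droplet intensity inhibited by at least 50%, with more than 500 cells counted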
#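 Assay system: AML12 mouse liver cells | Compound dosing: One dose, 6.5 µM compound | Read-out basis: Droplet intensity reduction, % inhibition | Measured by: Fluorescence imaging, 20x objective, two fields per well | Schedule: Overnight treatment with compound plus oleate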
# NOD2 inhibition = inhibition of NOD2-driven NF-kB reporter – cell-based, luminescence, uHTS, HEK293 (AID 1566). HEK293 NOD2/NF-kB luciferase reporter, luminescence; higher % means a stronger effect. one-dose inhibition, % at 4 µM; EC50 in µM for titrated hits. 290,000 tested, 0.63% active; in the data active means inhibition above about 50%; further: many of its hits are not listed in these tables
# Hep lipid drop cells 6.5 µM = further read-out of Hep lipid drop, marked with its call; cell count; measured here: cell count, cytotoxicity flag;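 cells counted across two imaged fields per well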
# The depositor's hits bear a star. These rows are one share of the data; rates above refer to the full screens.
# Order of results – Hep lipid drop | NOD2 inhibition | Hep lipid drop cells 6.5 µM
CN(C)c1ccc(Nc2nc(N)c3ccccc3n2)cc1
 : 3 | -10% | 791
Cc1ccc(CNC(=O)C2CCCN2S(=O)(=O)c2ccc(F)cc2)cc1 (configuration not stated)
 : -7 | 3% | 845
COc1ccc(Oc2cc(NN3CCCCC3)c([N+](=O)[O-])cc2[N+](=O)[O-])cc1OC
 : -2 | 7% | 778
COc1ccc(C(=O)OCCN2CCN(C3=NS(=O)(=O)c4ccccc43)CC2)cc1OC
 : 13 | 18% | 872
CSc1ncccc1C(=O)N1CCN(S(=O)(=O)c2ccc(F)cc2)CC1
 : -2 | 17% | 843
Cc1ccc(S(=O)(=O)NNC(=O)c2ccc(NC(=O)C3CC3)cc2)cc1
 : 2 | -1% | 725
CN(Cc1ccco1)C(=O)c1ccc(OC2CCN(Cc3ccccn3)CC2)cc1
 : 32 | 12% | 672
Cn1ccsc1=NC(=O)c1ccc([N+](=O)[O-])o1
 : 10 | 33% | 630
CCN1CCN(c2nc(-c3ccc(F)cc3)cc(=O)[nH]2)CC1
 : 9 | 24% | 853
CN1CCN(C(=O)/C=C/c2ccc(Cl)c(Cl)c2)CC1
 : -6 | 5% | 855
CN(N=Nc1cccc([N+](=O)[O-])c1)c1ccccc1
 : 30 | -34% | 833
O=C(Nc1cccnc1Cl)c1cc(-c2ccccc2O)on1
 : 0 | -44% | 772
Cc1nnc(NC(=O)C2CCN(C(=O)c3ccco3)CC2)s1
 : -7 | 5% | 842
Cc1cccc(-n2c(CNC(=O)c3ccc(S(=O)(=O)N4CCCCC4)cc3)n[nH]c2=S)c1
 : -1 | 6% | 814
CC1CCN(Cc2nnnn2CCCC(=O)NC(c2ccccn2)C(F)(F)F)CC1 (configuration not stated)
 : -13 | -11% | 687
Cc1ccc(CNC(=O)Nc2ccc(OC(F)(F)F)cc2)n1C
 : 8 | 0% | 678
COc1cc(CN2CCN(Cc3ccccc3C(F)(F)F)CC2)cc(OC)c1OC
 : 0 | -14% | 829
Cc1ccc(OCC(=O)Oc2ccc(C)c(C)c2)cc1
 : 2 | -2% | 818
Cc1ccc(NC(=O)C2CC(=O)N(C(C)C)C2)cc1C (configuration not stated)
 : -15 | -5% | 765
COCC(=O)Nc1ccc2c(c1)OCC(=O)N2Cc1ccc(C)cc1
 : 6 | 7% | 831

# Compounds above with a Cl atom, in the order listed:
# Order of results – Hep lipid drop | NOD2 inhibition | Hep lipid drop cells 6.5 µM
CN1CCN(C(=O)/C=C/c2ccc(Cl)c(Cl)c2)CC1
 : -6 | 5% | 855
O=C(Nc1cccnc1Cl)c1cc(-c2ccccc2O)on1
 : 0 | -44% | 772

# Next part
# Order of results – Hep lipid drop | NOD2 inhibition | Hep lipid drop cells 6.5 µM
CCOC(=O)c1c(C)nn(-c2ccc(NC(=O)c3c(C)noc3C)cc2)c1C
 : 2 | 26% | 837
CCOc1ccc(C(O)(c2ccccc2)C(CN2CCCC2)c2ccccc2)cc1 (configuration not stated)
 : 28 | -13% | 753
COC(=O)c1cc(S(=O)(=O)NCC2CCN(CCc3cccs3)CC2)c[nH]1
 : 15 | 9% | 753
O=C(CCc1ccccc1)NCCc1ccc(F)cc1
 : -2 | 2% | 807
O=C(COc1ccccc1Cl)NCCCNC(=O)c1ccccn1
 : -9 | 7% | 729
O=C(Nc1ccc(F)cc1F)C1CCN(c2ncnc3c2sc2cccc(F)c23)CC1
 : 2 | 29% | 768
COc1cc(C(=O)Nc2cccc3c2CCCC3)cc(OC)c1OC
 : 2 | 0% | 792
COc1ccc(N2CC(C(=O)Nc3nnc(SCC(=O)NC4CCCC4)s3)CC2=O)cc1 (configuration not stated)
 : -6 | 13% | 660
O=C(CN(C(=O)c1csnn1)c1ccc(F)c(Cl)c1)NCc1ccccc1
 : -2 | 13% | 839
COc1ccc(C(=O)Nc2cc(OC)cc3cccnc23)cc1
 : -15 | -2% | 826
Cc1ccc(CNS(=O)(=O)c2cc3c(cc2C)N(C)CCO3)cc1
 : -14 | 2% | 747
CC(=O)Nc1ccc(NC(=O)[C@@H](NC(=O)N2C[C@H]3C[C@@H](C2)c2cccc(=O)n2C3)C(C)C)cc1
 : 5 | 9% | 798
O=C1CCCCN1CCC(=O)N1CCCC(N2CCN(c3ccccc3)CC2)C1 (configuration not stated)
 : -20 | 1% | 736
CC(=O)N1CCCN(C(=O)c2cc(COc3c(F)cccc3F)on2)CC1
 : 1 | -2% | 871
COc1ccccc1NC(=O)CCC(=O)OCC(=O)c1ccc(C)c([N+](=O)[O-])c1
 : 13 | -14% | 665
COc1ccc(C(=O)O)cc1S(=O)(=O)N1CCN(c2ccccn2)CC1
 : -2 | 17% | 811
Cc1ccc(S(=O)(=O)NCC(=O)N2CCN(c3ccc(F)cc3)CC2)cc1
 : -2 | 5% | 854
CCN(Cc1ccccc1)S(=O)(=O)c1c(C)[nH]c(C)c1C(=O)N1CCCC1
 : 4 | 0% | 715
O=S(=O)(Nc1nc2ccc(Cl)cc2s1)c1cccs1
 : -1 | -18% | 745
COc1ccccc1C(=O)NC(=S)Nc1ccccc1N1CCCC1
 : 20 | 6% | 665
CCCCC[C@H]1CN(CCCC)C(=O)[C@@H]1CC(=O)NCc1ccc(OC)cc1
 : -12 | 1% | 768
CSc1ccc(CN2CCC(n3nccc3NC(=O)CCCc3ccccc3)CC2)cc1
 : 4 | 27% | 652
CCCc1c(C(=O)N/N=C(/C)c2ccncc2)nnn1-c1nonc1N
 : -4 | 6% | 830
CC(=O)C1=C(C)Nc2ncnn2C1c1ccccc1 (configuration not stated)
 : -9 | -1% | 806
CCOc1cccc(CN2CCC(n3nccc3NC(=O)C3CCCC3)CC2)c1
 : 5 | -5% | 714
O=C(NCc1ccccc1Cl)c1nnc(CS(=O)(=O)c2ccccc2)o1
 : 27 | -4% | 738
COc1cc(NC(=O)c2cccc3c2C(=O)N(C2CCCCC2)C3)cc(OC)c1OC
 : -30 | 13% | 652
CC(=O)c1ccc(NC(=O)c2cc(C)no2)cc1
 : 16 | -2% | 810
COC(=O)c1ccccc1NC(=O)CSc1nncn1-c1ccccn1
 : 2 | 8% | 776
CN1C(C(=O)Nc2ccc(F)cc2F)=CC(c2ccco2)=NS1(=O)=O
 : 0 | 18% | 770
CC(C)c1ccc(NC(=O)C2CCN(C(=O)[C@@H]3Cc4ccccc4CN3)CC2)cc1
 : -5 | 14% | 716
CC1CCCCN1CCNC(=O)C1CCN(S(=O)(=O)c2cccc3nsnc23)CC1 (configuration not stated)
 : -2 | 0% | 688
CCOc1ccc(/C=C2/Sc3ccc(C(=O)NCC4CCCO4)cc3N(C)C2=O)cc1OC (configuration not stated)
 : -13 | 19% | 700
CC(=O)NC12CC3CC(C1)CC(C(=O)N1CCN(c4ncccn4)CC1)(C3)C2
 : -10 | 5% | 707
COc1ccc(NC(=O)CCNS(=O)(=O)c2cc(Br)cnc2N)cc1OC
 : -15 | 12% | 760
COC(=O)[C@H](CCSC)NC(=O)[C@@H](Cc1cnc[nH]1)NC(=O)OCc1ccccc1
 : 17 | -5% | 410
CCC(CC)C(=O)Nc1nnc(S(=O)(=O)N2CCCC2)s1
 : 4 | -13% | 780
CC1(C)Oc2ccc(C(=O)NC3CCCCC3)cc2N(CC#N)C1=O
 : -10 | -2% | 727
COc1ccc(CNC(=O)C[C@H]2C(=O)N(CCc3ccccc3)C[C@@H]2Cc2ccccc2)cc1
 : -15 | -13% | 745
CCc1ccc(NC(=O)C2CCN(S(=O)(=O)c3ccc4c(c3)N(C(C)=O)CCO4)CC2)cc1
 : 2 | 9% | 704
Cn1c(=O)c2c(ncn2CC(=O)N2CCN(S(=O)(=O)c3ccccc3)CC2)n(C)c1=O
 : -3 | 8% | 824
COc1ccc(/C=C/C(=O)NC(=S)NNC(=O)[C@H]2C[C@@H]2c2ccccc2)cc1OC
 : 23 | 34% | 749
CCCCn1c(=O)[nH]c(=O)c2c1nc(-c1ccccn1)n2CC
 : -2 | -1% | 831
CC(=O)c1ccc(NC(=O)C2C3CCC(C3)C2C(=O)O)cc1 (configuration not stated)
 : 3 | -1% | 798
COc1ccc(/C=N/n2c(C)nc3ccccc3c2=O)cc1OC
 : 2 | -18% | 774
COc1ccccc1C(=O)Nc1sc2c(c1C(N)=O)CCCC2
 : 2 | 7% | 818
O=C(c1cccc(C(F)(F)F)c1)N1CCN(CCc2ccccc2)CC1
 : -13 | -10% | 759
CC1(C)Cc2c(cnn2-c2cccc(F)c2)C(NC(=O)CCc2cnccn2)C1 (configuration not stated)
 : 2 | -2% | 726
Cc1ccc(-n2nc3c(=O)n(C(C)C(=O)NCc4ccccc4Cl)nc(C)c3c2C)cc1 (configuration not stated)
 : 45 | 45% | 746
O=C(O)Cn1c(=O)c2c3c(sc2n(Cc2ccccc2)c1=O)CCCC3
 : 3 | 8% | 396
CCC1(c2ccc(F)cc2)NC(=O)N(CC(=O)NCc2ccccc2Cl)C1=O (configuration not stated)
 : -10 | 1% | 840
Cc1ccc(CCNS(=O)(=O)c2cc3c(cc2C)n(C)c(=O)c(=O)n3C)cc1
 : 18 | 21% | 736
O=C(N/N=C/c1ccc(OC(=O)c2cccc(F)c2)cc1)c1cccnc1
 : 4 | 10% | 752
Cc1cc(Br)c(S(=O)(=O)NCc2ccncc2)cc1C
 : -60 | 49% | 771
Cc1cc(-c2nnc(SCCC(=O)Nc3ccccc3)o2)no1
 : -61 | 8% | 650
CCN(CC(=O)NC1CC1)S(=O)(=O)c1ccc(OC)cc1
 : -56 | 1% | 710
Cc1nc(NC(=O)CCN2C(=O)C3CC=CCC3C2=O)sc1C (configuration not stated)
 : -2 | 5% | 650
Cc1cc(C(F)(F)F)nc(SCC(=O)Nc2c(C)n(C)n(-c3ccccc3)c2=O)n1
 : -2 | 5% | 778
COc1cc(/C=N/NC(=O)c2ccncc2)c([N+](=O)[O-])cc1OC
 : 1 | 19% | 827
O=C(CSc1nnnn1-c1ccccc1)Nc1ccccc1
 : -3 | 2% | 793

# Next section
# Order of results – Hep lipid drop | NOD2 inhibition | Hep lipid drop cells 6.5 µM
O=C(O)c1cccc(S(=O)(=O)NNc2ccccc2C(F)(F)F)c1
 : 14 | -188% | 861
Cc1ccc(S(=O)(=O)N2CCC(c3nnc(SCCN4CCCC4)n3C)CC2)cc1
 : -14 | -6% | 800
COc1ccc(OCC(=O)Nc2ccc(S(=O)(=O)N(C)c3ccccc3)cc2)cc1
 : -7 | 21% | 843
Cc1ccc(/C=N/NC(=O)c2nnn(-c3nonc3N)c2CN(C)C)o1
 : -3 | -18% | 779
O=Cc1cc(Br)c(OC(=O)N2CCOCC2)c(Br)c1
 : 3 | -10% | 808
CC(Oc1ccc2c(-c3ccccc3)cc(=O)oc2c1)C(=O)NCCN1CCOCC1 (configuration not stated)
 : 1 | 36% | 701
CCOc1ccc(NC(=O)CCC(=O)NNC(=O)NC2CCCCC2)cc1
 : 3 | 12% | 666
COc1ccc(CC(=O)Nc2nc(-c3ccccc3)c(C(C)=O)s2)cc1OC
 : 5 | 33% | 785
CC(=O)Nc1cccc(NC(=O)CCNC(=O)c2ccc(Cl)cc2)c1
 : -1 | 3% | 805
CCn1nc(NS(=O)(=O)c2ccc(NC(C)=O)cc2)c2cc3ccc(C)cc3nc21
 : -6 | 2% | 715
COCCNC(=O)c1cccc(OC2CCN(Cc3ccc(C(=O)OC)cc3)CC2)c1
 : 2 | 8% | 807
CC[C@@]12C(=O)N(c3cccc(C)c3)C(=O)N1[C@H](c1ccc(Br)cc1)[C@@H]1C(=O)N(C(C)(C)C)C(=O)[C@@H]12
 : -4 | 6% | 771
O=C(CCc1c[nH]c2ccccc12)OCc1cccc([N+](=O)[O-])c1
 : -17 | 17% | 810
O=C(Nc1ccccc1N1CCOCC1)c1ccc([N+](=O)[O-])o1
 : 8 | 16% | 682
COc1ccc(NC(=O)C2CCC(N3C(=O)C4CCCCC4C3=O)CC2)cc1 (configuration not stated)
 : 0 | 4% | 834
O=C(N/N=C/c1ccc(Br)cc1)c1cc[n+]([O-])cc1
 : 21 | 5% | 731
COC(=O)Cc1c(C)c2ccc(O)c(CNCc3ccc(OC)c(OC)c3)c2oc1=O
 : 12 | 12% | 852
CN(Cc1ccccc1)C(=O)CSc1nc2ccccc2[nH]1
 : -3 | -14% | 802
CC(OC(=O)C1CCN(S(=O)(=O)c2ccccc2C(F)(F)F)CC1)C(=O)N(C)Cc1ccccc1 (configuration not stated)
 : -17 | -15% | 722
CCCc1cc(C(=O)Nc2ccc(CC)cc2)no1
 : 42 | -88% | 792
O=C(NCc1ccccc1Cl)C(=O)NCC1OCCN1S(=O)(=O)c1ccc(F)cc1 (configuration not stated)
 : -1 | 14% | 835
CCN(CC)C1CCN(C(=O)c2cc(COc3ccc(-n4cncn4)cc3)on2)C1 (configuration not stated)
 : -12 | 18% | 866
CSc1ccccc1NC(=O)C1=CC(c2ccc(C)cc2)=NS(=O)(=O)N1C
 : 21 | 23% | 784
Cc1cccc(NS(=O)(=O)c2cccc(C(=O)N3CCN(c4ccccn4)CC3)c2)c1
 : -38 | 15% | 809
O=C(CSc1n[nH]c(-c2cccnc2)n1)Nc1ccc([N+](=O)[O-])cc1
 : 14 | 13% | 767
NS(=O)(=O)c1ccc(CCNC(=O)c2coc3ccccc3c2=O)cc1
 : -2 | 9% | 842
COc1ccc(C(=O)Nc2ccnn2C2CCN(Cc3cccnc3)CC2)cc1
 : 4 | 17% | 753
CC1=NN(Cc2cc(C(C)(C)C)c(O)c(C(C)(C)C)c2)C(=O)C1
 : 14 | 10% | 842
CCOC(=O)CCC(=O)Nc1ccc(S(=O)(=O)Nc2cc(OC)nc(OC)n2)cc1
 : 6 | 4% | 847
CC(C)CC(=O)Nc1nnc(S(=O)(=O)N(C)Cc2ccco2)s1
 : 12 | 3% | 735
CCOc1ccc(S(=O)(=O)NCc2cccnc2)cc1
 : -1 | 21% | 805
O=C(Nc1ccc(C(=O)N2CCCCC2)cc1)c1cccs1
 : 0 | -10% | 785

# Assay outcomes: PubChem, Sanford-Burnham Center for Chemical Genomics
